# CD11b adhes enh – enhancers of CD11b/CD18 adhesion to fibrinogen, primary screen, K562 cells, luminescence | activation, % at 10 µM | Integrin beta-2 (Homo sapiens) + Integrin alpha-M (Homo sapiens), P05107+P11215 | AID 1499, 2009 | ATPlite luminescence | 93,000 compounds, 0.07% hits;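 active = 10 µM primary screen giving 50% or more activity, confirmed by 40% or more on retest at that dose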; also: strong numbers were not always called active; reference of the scale not given here
# CYP2C9 inh – blockers of cytochrome P450 2C9 activity – biochemical, luminescence, ADME assay, primary screen | inhibition, % at 5 µM | AID 777, 2007 | 96,000 compounds, 20% hits | CYP2C9 Supersomes, luciferin-H conversion | P11712;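 active = blocking of liver enzyme CYP2C9 beyond about 50% at 5 µM, limit read from the data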; also: values of inactives mirror those of a sister screen read the other way
# Target sequence (P11712 whole entry, looked up): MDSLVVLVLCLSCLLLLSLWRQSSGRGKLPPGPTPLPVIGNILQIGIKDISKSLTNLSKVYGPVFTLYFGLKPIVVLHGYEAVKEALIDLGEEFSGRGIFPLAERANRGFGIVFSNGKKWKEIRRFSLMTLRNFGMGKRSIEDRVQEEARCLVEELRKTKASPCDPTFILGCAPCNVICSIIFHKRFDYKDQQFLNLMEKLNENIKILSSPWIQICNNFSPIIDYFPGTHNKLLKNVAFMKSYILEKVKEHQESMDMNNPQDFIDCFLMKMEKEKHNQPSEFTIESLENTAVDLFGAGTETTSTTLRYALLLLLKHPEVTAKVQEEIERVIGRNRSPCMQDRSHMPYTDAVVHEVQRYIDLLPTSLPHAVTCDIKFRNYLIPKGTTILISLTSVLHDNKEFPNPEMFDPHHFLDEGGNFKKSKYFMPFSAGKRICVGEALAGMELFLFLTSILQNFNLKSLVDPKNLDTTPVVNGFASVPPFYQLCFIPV
# PLAP activator – PLAP enzyme activators, biochemical, luminescence, HTS. purified PLAP enzyme, luminescent substrate read-out; hits give high values. activation fold at 20 µM. 96,000 compounds, 1.2% hits. AID 696, 2007; in the data active = activation fold above about 2
# MT1-MMP txn act – MT1-MMP promoter reporter activation – cell-based, luciferase luminescence, primary screen; activation factor at 10 µM; HT1080 MT1-MMP promoter luciferase reporter, overnight; hits give high values; 86,000 compounds, 0.16% hits; AID 750, 2007;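 active = activation factor of at least 2 for MT1-MMP transcription at 10 µM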
# Mac1 fbg inh – inhibitors of CD11b/CD18 adhesion to fibrinogen, primary screen, K562 cells, luminescence. Integrin beta-2 (Homo sapiens) + Integrin alpha-M (Homo sapiens), P05107+P11215. ATPlite luminescence; Mn2+ added to activate the integrin. inhibition, % at 10 µM. 93,000 compounds, 0.54% hits;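 active = primary inhibition of 50% or more at 10 µM, then 40% or more on retest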; also: some results filed as inactive read as strong as hits
# CYP2C9 act – human CYP2C9 activators, primary screen, biochemical, luminescence; 96,000 compounds, 1.4% hits; activation factor at 5 µM; Cytochrome P450 2C9 (Homo sapiens), P11712; recombinant CYP2C9, luciferin-H conversion; hits give high values; factor 1 = untreated enzyme, 0 = blocked;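 active = activation factor of 2 or more for CYP2C9 at a 5 µM dose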;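 also: 0 = sulfaphenazole-blocked wells and 1 = vehicle-only wells; values of inactives mirror those of a sister screen read the other way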
# PTK2B oligo ant – antagonists of Pyk2 self-association, primary screen, Q293 cells, FERM NanoBiT luminescence, HTS; Protein-tyrosine kinase 2-beta (Homo sapiens), Q14289; hits give low values; z-score (the deposit names both 25 µM and 10 µM); 99,000 compounds, 0.83% hits;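 active = Z-score of -3 or lower, scaled per plate to the spread of control and sample wells; inactive = z-score above -3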;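 also: negative z-score means lost luminescence so less FERM oligomerization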
# CYP2C19 act – human CYP2C19 activators, primary screen, biochemical, luminescence. Cytochrome P450 2C19 (Homo sapiens), P33261. recombinant CYP2C19, luciferin-H EGE luminescence; hits give high values; 0 = fully inhibited enzyme, 1 = untreated enzyme. activation factor at 5 µM. 96,000 tested, under 10 active. AID 1025, 2008;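 active = activation factor of at least 2 at 5 µM in the primary screen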;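 also: 0 = wells with 2.5 mM tranylcypromine and 1 = vehicle-only wells; values of inactives mirror those of a sister screen read the other way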
# Target sequence (P33261 whole entry, looked up): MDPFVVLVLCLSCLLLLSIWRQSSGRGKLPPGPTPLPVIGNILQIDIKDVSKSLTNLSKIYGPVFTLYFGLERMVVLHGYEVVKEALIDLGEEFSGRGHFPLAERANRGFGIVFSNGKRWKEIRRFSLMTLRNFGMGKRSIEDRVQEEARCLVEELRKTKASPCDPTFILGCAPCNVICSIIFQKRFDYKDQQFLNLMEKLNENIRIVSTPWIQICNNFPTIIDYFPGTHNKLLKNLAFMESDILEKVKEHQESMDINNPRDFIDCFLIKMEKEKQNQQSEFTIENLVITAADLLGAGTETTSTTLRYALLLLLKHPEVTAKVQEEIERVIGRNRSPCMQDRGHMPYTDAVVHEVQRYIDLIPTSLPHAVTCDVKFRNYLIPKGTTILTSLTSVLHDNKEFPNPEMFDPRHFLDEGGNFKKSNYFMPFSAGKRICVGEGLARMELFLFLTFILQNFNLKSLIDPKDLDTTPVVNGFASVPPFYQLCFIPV
# CYP2C19 inhib – blockers of cytochrome P450 2C19 activity – biochemical, luminescence, ADME assay, primary screen; P33261; CYP2C19 Supersomes, luciferin-H EGE luminescence, 30 min; inhibition, % at 5 µM; 96,000 compounds, 21% hits; AID 778, 2007;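 active = CYP2C19 inhibition above a set limit at 5 µM in the primary screen, cut at about 50% in these data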;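 also: plate controls were negative control wells for no effect and 2.5 mM tranylcypromine positive control for full effect; values of inactives mirror those of a sister screen read the other way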
# Active calls of the source: *; x = not tested or not shown. This is a random part of the collection; about 31% have a hit in one of these screens.
SMILES,CD11b adhes enh,CYP2C9 inh,PLAP activator,MT1-MMP txn act,Mac1 fbg inh,CYP2C9 act,PTK2B oligo ant,CYP2C19 act,CYP2C19 inhib
O=C(Nc1cc(C(=O)N2CCOCC2)ccc1N1CCCC1)c1cccs1,0,-28,1.4,1.2,-4,1.3,0.38,1.2,-15
CCCCn1cnc2c(cnn2-c2ccc(F)cc2)c1=O,x,56*,0.8,x,x,0.4,2,0.6,43
CCN(CC)C(=O)c1sc(NC(=O)C(Sc2ccccc2)c2ccccc2)c(C(=O)OC(C)C)c1C (centres undefined),0,84*,1.6,x,8,0.2,-1.6,0.8,21
CCOC(=O)Cc1csc(NC(=O)COc2ccc(OC)cc2)n1,-2,16,1,1,-7,0.8,x,1,3
Cc1cccc(N(C2C=CS(=O)(=O)C2)S(=O)(=O)c2ccccc2)c1 (centres undefined),7,8,0.8,1.2,-12,0.9,0.18,0.7,26
Cc1nc(N2CCN(Cc3ccc4c(c3)OCO4)CC2)nc2c1C(=O)CC(c1ccco1)C2 (centres undefined),-2,88*,1.6,0.9,-2,0.1,0.1,0.3,73*
O=C(Nc1ccc(N2CCOCC2)cc1)c1cccc(S(=O)(=O)N2CCCC2)c1,-1,2,1.2,1.3,-12,1,0.36,1.1,-6
Cn1nnnc1Sc1ncnc2scc(-c3ccccc3)c12,22,66*,0.9,1,6,0.3,-0.27,0.5,46
O=C(NC1CCN(C(=O)N2c3ccccc3Sc3ccccc32)CC1)c1ccccc1F,x,45,1.2,x,x,0.6,-1.3,0.8,16
Cc1nc(=O)cc(-c2ccccc2)n1-c1ccccc1,2,-11,1,1.1,-2,1.1,1.4,1,-3
Cn1cnnc1SCC(=O)N1CCc2ccccc21,-2,-14,0.9,x,-5,1.1,0.1,1,-2
COc1cccc2cc(C(=O)N3CCN(C45CC6CC(CC(C6)C4)C5)CC3)c(=O)oc12,2,56*,1.5,1.1,-30,0.4,0.61,0.9,14

# Three neighbouring compounds out of the list so far, for reference:
SMILES,CD11b adhes enh,CYP2C9 inh,PLAP activator,MT1-MMP txn act,Mac1 fbg inh,CYP2C9 act,PTK2B oligo ant,CYP2C19 act,CYP2C19 inhib
Cc1nc(=O)cc(-c2ccccc2)n1-c1ccccc1,2,-11,1,1.1,-2,1.1,1.4,1,-3
Cn1cnnc1SCC(=O)N1CCc2ccccc21,-2,-14,0.9,x,-5,1.1,0.1,1,-2
COc1cccc2cc(C(=O)N3CCN(C45CC6CC(CC(C6)C4)C5)CC3)c(=O)oc12,2,56*,1.5,1.1,-30,0.4,0.61,0.9,14

# Next section.
SMILES,CD11b adhes enh,CYP2C9 inh,PLAP activator,MT1-MMP txn act,Mac1 fbg inh,CYP2C9 act,PTK2B oligo ant,CYP2C19 act,CYP2C19 inhib
Cc1ccc(-c2nc3ccccc3s2)cc1NC(=S)NC(=O)c1ccccc1,-1,19,0.9,x,3,0.8,-2,0.7,26
COc1ccc(N2CCN(C(=O)c3cc4c(-c5ccc(Cl)cc5)nn(C)c4s3)CC2)cc1,41,64*,1.5,1.2,8,0.4,x,0.8,23
Cc1nnsc1C(=O)NNS(=O)(=O)c1ccccc1,x,4,1.1,1.2,x,1,-0.32,1.1,-13
CC(C)CCNC(=O)CCS(=O)(=O)c1cccc2nonc12,0,-34,1.2,1,30,1.3,0.74,0.4,55*
CN(C)c1nc(N)nc(-c2cccnc2)n1,1,-5,1,1.1,-4,1.1,0.31,1,3
O=C(CCn1nnc2ccccc2c1=O)N[C@@H](Cc1ccccc1)C(=O)O,-2,-7,1.2,1.1,1,1.1,1.9,1.1,-7
Cc1c(Cl)ccc2c1NC(=O)[C@]21[C@@H]2C(=O)N(Cc3ccccc3)C(=O)[C@@H]2[C@@H]2CCCN21,0,73*,1.6,1.3,-23,0.3,-0.34,0.3,66*
CCOc1ccccc1NC(=O)CSc1nnc(-c2ccco2)n1Cc1ccco1,5,58*,1.6,1,-5,0.4,-1.4,0.1,86*
COCCNC(=O)CC(c1ccccc1)c1ccccc1,-6,36,0.9,1.2,7,0.6,1.9,0.5,52*
Cn1c(SCc2ccccc2)nnc1C1CCCNC1 (centres undefined),-1,0,1,1.1,-18,1,0.05,1,1
Cc1cnc(NC(=O)Cc2c[nH]c3ccccc23)s1,-1,22,1,1.5,6,0.8,-0.03,0.6,39
COc1cc(NC(=O)c2cccc(Cl)c2)c(OC)cc1NC(=O)CN1CCOCC1,-2,14,1.5,1,-7,0.9,-0.57,1,-2
O=C(CC(NCCc1ccccc1)C(=O)O)Nc1ccc(O)cc1 (centres undefined),-2,2,1.1,1.1,5,1,x,1,-2
CCc1ccccc1N1C[C@@]23C=C[C@@H](O2)C(C(=O)OCC(C)C)[C@H]3C1=O (some centres undefined),1,-2,1,1,-1,1,1.4,0.8,16
COc1ccccc1NC(=O)CSc1nnc(Cn2cnc3ccccc32)n1C,2,4,1,1,-24,1,0.54,0.7,27
O=C1CC(N2CCN(Cc3ccccc3)CC2)C(=O)N1c1ccc2c(c1)OCCO2 (centres undefined),2,2,1.6,1,3,1,-0.39,0.8,22
COc1c(N2CCN(C(=S)Nc3ccc(F)cc3)C(C)C2)c(F)cc2c(=O)c(C(=O)O)cn(C3CC3)c12 (centres undefined),x,-1,1,x,x,1,-0.75,1.1,-6
CCOc1ccc(C(=O)N/N=C(\c2ccccc2)c2ccccn2)cc1,88,-13,1.2,x,2,1.1,-0.79,0.7,26
CCOc1cccc(OCCOCCN2CCCC2)c1,x,-11,1.1,1.3,x,1.1,-0.65,1,-2
COc1ccc(CCNC(=O)CN(C2CCCCC2)S(C)(=O)=O)cc1,3,15,1.1,1.1,1,0.8,0.57,0.6,38
OC1CC(c2ccco2)NC2(CCCCC2)C1 (centres undefined),0,-26,1.2,1.1,-7,1.3,0.67,1.2,-18
COc1cc(C(=O)N2CCN=C2c2ccccc2)cc(OC)c1OC,-4,-6,1.7,1.1,9,1.1,0.49,0.6,41
COc1ccc(N2CCN(C(c3cc4ccc(C)cc4[nH]c3=O)c3nnnn3C3CCCC3)CC2)cc1 (centres undefined),2,76*,1.6,1,-2,0.2,2.1,0.5,54*
CC(=O)Nc1cccc(C(=O)OCc2ccccc2)c1,-1,-32,1.3,0.9,15,1.3,1.4,0,98*
CCc1c(C)nc(SCC(=O)c2cccs2)c(C#N)c1C,0,-5,0.8,1.4,-4,1,-1.9,1,-4
O=C(O)CCC(=O)N1CCc2cc(S(=O)(=O)NC3CCCc4ccccc43)ccc21 (centres undefined),-5,29,1.2,1,18,0.7,-0.03,1.2,-20
O=C(NC(Cc1ccccc1)C(=O)O)OCc1ccccc1 (centres undefined),-2,-10,0.9,1.3,15,1.1,-0.07,1.1,-7
CCCOc1ccc(-c2nc(N)n[nH]2)cc1,3,4,1,x,19,1,0.27,0.9,6
Cc1cc(=O)n2c3c(cccc13)CCC2,-1,-61,1,1.2,-19,1.6,-0.5,0.8,19
COc1ccc(N2CCN(S(C)(=O)=O)CC2)cc1,1,14,1,x,-32,0.9,0.22,1,1
CCN1CN=C(NS(=O)(=O)c2ccc(C)cc2)NC1,0,-3,0.8,1,2,1,0.66,1,0
CCOC(=O)C1=C(c2ccccc2)OC(N)=C(C#N)C1C1CCCCC1 (centres undefined),-2,37,0.9,1.1,2,0.6,-2.9,0.8,18
CC(C)(C)n1ncc2c(=O)n(CC(=O)NC3CCCCC3)cnc21,1,-4,1,1.4,-9,1,-0.19,1.1,-12
Cc1ccc(S(=O)(=O)n2ccnc2)cc1C,8,-20,0.9,1.1,-1,1.2,x,1.1,-7
CC1CCN(C(=O)c2ccccc2NC(=O)c2cccc(S(=O)(=O)N3CCOCC3)c2)CC1,-2,25,1.5,0.9,-22,0.8,1.1,0.8,17
Cc1ccc(SCc2[nH]nc3c2C(c2ccco2)C(C#N)=C(N)O3)cc1 (centres undefined),-4,38,0.9,1.1,12,0.6,0.84,0.9,13
CCC(=O)NC1(C(F)(F)F)C(=O)Nc2c1c(=O)[nH]c(=O)n2Cc1ccco1 (centres undefined),-3,-8,1.1,1,-9,1.1,-0.32,1.1,-14
Cc1ccc(CN(Cc2cc3cc(C)ccc3[nH]c2=O)C(=O)N2CCOCC2)cc1,-1,7,1.4,1.1,-4,0.9,-0.12,0.7,31
Cc1ccc(Sc2nc3c(c(=O)[nH]c(=O)n3C)n2CCc2ccccc2)cc1,17,16,1.4,x,26,0.8,x,1,3
COc1ccc(C(=O)NNC(=S)NC2CCCCC2)cc1OC,x,10,2.5*,x,x,0.9,0.47,0.8,18
CCOC(=O)C1CCN(c2nnc(N3CCCC3=O)s2)CC1,0,-15,1.1,1.3,14,1.2,0.7,1.1,-13
O=C(O)C1CCCCC1C(=O)Nc1cccc(Cl)c1Cl (centres undefined),x,5,1,1.4,x,1,0.7,0.9,9
Cc1ccc(S(=O)(=O)N2CCCC(c3nc(-c4ccc(C)o4)no3)C2)cc1 (centres undefined),-2,83*,1.6,1,2,0.2,-1.1,0.1,90*
Cc1ccc(Br)cc1S(=O)(=O)N1CCN(c2ccccc2)CC1,-3,18,1.2,1.1,9,0.8,-1.5,0.4,64*
Cc1ccc(S(=O)(=O)Oc2ccc(/C=C(/NC(=O)c3ccccc3)C(=O)Nc3ccccc3)cc2)cc1,-4,59*,1,1.1,19,0.4,-0.13,0.7,33
Cc1oc(C(=O)O)cc1COc1ccc2c3c(c(=O)oc2c1C)CCC3,-1,-34,1.4,1.2,0,1.3,0.89,1.1,-6
CCOC(=O)c1sc2nc(SCC#N)n(CCCN3CCCC3=O)c(=O)c2c1C,-1,79*,1.4,0.9,-4,0.2,-1.1,0.4,55*
Cc1ccc(N2CC(C(=O)Nc3ccc(S(=O)(=O)N4CCCC4)cc3)CC2=O)cc1 (centres undefined),-3,50,0.9,1.1,-4,0.5,-1.2,0.7,27
CCOC(=O)C(C)Sc1nc(-c2ccc(OC)cc2)nc2c1c(=O)n(C)c(=O)n2C (centres undefined),6,11,1,1,-50,0.9,x,0.9,7
COCCn1nnnc1CN(CCc1ccc(OC)c(OC)c1)Cc1cc2ccc(C)cc2[nH]c1=O,-2,61*,1.4,0.8,14,0.4,0.26,0.4,59*
CCCC(=O)NC(C)c1nc2ccccc2n1C(C)C (centres undefined),-1,6,1.1,1,-66,0.9,x,0.9,9
CCOc1ccc(NC(=O)C2CCN(S(=O)(=O)c3c(C)n[nH]c3C)CC2)cc1,-2,1,1,1.1,0,1,-0.35,1.1,-8
Cc1oc(-c2ccccc2)nc1Cn1cccc1C1=NC(c2ccccc2)CO1 (centres undefined),x,82*,0.9,1,x,0.2,0.19,0.2,84*
CN1CCN(C(=O)c2ccc(C3SCC(=O)N3Cc3ccco3)cc2)CC1 (centres undefined),-3,0,1.4,1.1,-8,1,0.63,0.9,6
COc1cccc(-c2cc(C(F)(F)F)nc(N3CCC(C)CC3)n2)c1,x,22,1,1.1,x,0.8,0.64,1,-3
N#C/C(=C1\CCCN1)c1nc(-c2ccccc2)cs1,0,40,0.8,1.2,-2,0.6,-0.19,0.5,54*

# Source: PubChem (Sanford-Burnham Center for Chemical Genomics)
